PP1 counter = PP1-alpha (human) inhibition in PP5 counter-screen | P62136 | purified PP1alpha, OMFP fluorescence | inhibition, % at 6.7 µM | actives 0.9% (n = 320,000);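 active means inhibition above the mean inhibition of all tested compounds plus 3 SD, computed separately for each screening campaign, cut at about 15% in these data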
PAFAH2 FP inh = inhibitors of human PAFAH2 | inhibition, % at 3.39 µM | actives 0.99% (n = 340,000) | recombinant PAFAH2, FP-rhodamine activity probe, fluorescence polarization;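 active means inhibition above the mean over all tested compounds plus 3 SD, cut at about 30% in these data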;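 further: inhibitors block probe labeling of enzyme so polarization drops; 0% = enzyme with DMSO and 100% = wells lacking PAFAH2 protein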
proCasp3 act = procaspase-3 (human) activation; activation, % at 8.5 µM; actives 0.11% (n = 330,000); recombinant procaspase-3 D3A, Ac-DEVD-pNA absorbance 405 nm; P42574;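 active means activation above the mean of all tested compounds plus 3 SD, cut at about 21% in these data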;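 further: 0% = DMSO alone and 100% = DMSO wells spiked with extra 5 µM PC-3 D3A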
Target sequence (P42574 whole entry D9A/D28A/D175A): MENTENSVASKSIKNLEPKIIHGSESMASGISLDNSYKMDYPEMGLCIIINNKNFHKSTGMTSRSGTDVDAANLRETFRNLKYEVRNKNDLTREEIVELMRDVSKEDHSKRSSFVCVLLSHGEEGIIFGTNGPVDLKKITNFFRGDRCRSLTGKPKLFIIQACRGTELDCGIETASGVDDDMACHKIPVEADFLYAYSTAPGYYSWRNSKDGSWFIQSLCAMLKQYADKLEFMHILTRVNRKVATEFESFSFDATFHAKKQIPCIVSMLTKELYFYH
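Technique: 405 nm absorbance of p-nitroaniline, reads at 0 and 120 min; Test system: Procaspase-3 D3A mutant; Incubation: 1 h enzyme-compound preincubation, then 2 h substrate reaction, 25 °C; Repeats: singlicate, each compound tested once; Benchmarks: low control DMSO wells, high control DMSO plus 5 µM PC-3 D3A.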
HCV core dimer = blocks dimerization of HCV core protein. TR-FRET GST/Flag-core106 dimerization, 1536-well. inhibition, % at 5 µM. actives 0.33% (n = 300,000);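 active means inhibition above the mean of all tested compounds plus 3 SD, set per screening campaign, cut at about 45% in these data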
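Material: Tagged HCV core106 pair (GST and Flag) | Amount: GST-core106 13.5 nM, Flag-core106 17 nM | Medium: KF-containing HEPES buffer, pH 7.45, DTT, CHAPS, BSA | Reagent: Eu donor and XL665 acceptor anti-tag antibodies | Schedule: 4 h at 22.5 °C | Technique: Time-resolved FRET, ex 340 nm, em 617 and 671 nm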
CTSL1 counter = counter-screen for PFM18AAP inhibitors: inhibitors of F. hepatica cathepsin L1; inhibition, % at 5.96 µM; actives 0.49% (n = 300,000); AID 1906; recombinant F. hepatica cathepsin L1, Z-Leu-Arg-MCA fluorescence;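 active means inhibition above the mean of all tested compounds plus 3 SD, set per screening campaign, cut at about 17% in these data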;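 further: 0% = plate median of test compound wells and 100% = 1 µM Z-Phe-Ala-diazomethylketone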
TPT1 inhibitor = blocks Candida albicans tRNA 2'-phosphotransferase; inhibition, % at 5 µM; recombinant caTPT1, FP RNA substrate dephosphorylation; actives 0.81% (n = 300,000);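 active means inhibition above the mean of all tested compounds plus 3 SD, set per screening campaign, cut at about 24% in these data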;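 further: plate controls were DMSO alone for no effect and ferristatin control at 100 nM for full effect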
AHR activator = human AHR activation; P35869; AHR-responsive luciferase reporter cells, luminescence; activation, % at 5 µM; actives 2.5% (n = 320,000); AID 2796; in the data active means activation above about 47%;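 further: 0% = vehicle wells and 100% = reference agonist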
Target sequence (P35869 whole entry, looked up): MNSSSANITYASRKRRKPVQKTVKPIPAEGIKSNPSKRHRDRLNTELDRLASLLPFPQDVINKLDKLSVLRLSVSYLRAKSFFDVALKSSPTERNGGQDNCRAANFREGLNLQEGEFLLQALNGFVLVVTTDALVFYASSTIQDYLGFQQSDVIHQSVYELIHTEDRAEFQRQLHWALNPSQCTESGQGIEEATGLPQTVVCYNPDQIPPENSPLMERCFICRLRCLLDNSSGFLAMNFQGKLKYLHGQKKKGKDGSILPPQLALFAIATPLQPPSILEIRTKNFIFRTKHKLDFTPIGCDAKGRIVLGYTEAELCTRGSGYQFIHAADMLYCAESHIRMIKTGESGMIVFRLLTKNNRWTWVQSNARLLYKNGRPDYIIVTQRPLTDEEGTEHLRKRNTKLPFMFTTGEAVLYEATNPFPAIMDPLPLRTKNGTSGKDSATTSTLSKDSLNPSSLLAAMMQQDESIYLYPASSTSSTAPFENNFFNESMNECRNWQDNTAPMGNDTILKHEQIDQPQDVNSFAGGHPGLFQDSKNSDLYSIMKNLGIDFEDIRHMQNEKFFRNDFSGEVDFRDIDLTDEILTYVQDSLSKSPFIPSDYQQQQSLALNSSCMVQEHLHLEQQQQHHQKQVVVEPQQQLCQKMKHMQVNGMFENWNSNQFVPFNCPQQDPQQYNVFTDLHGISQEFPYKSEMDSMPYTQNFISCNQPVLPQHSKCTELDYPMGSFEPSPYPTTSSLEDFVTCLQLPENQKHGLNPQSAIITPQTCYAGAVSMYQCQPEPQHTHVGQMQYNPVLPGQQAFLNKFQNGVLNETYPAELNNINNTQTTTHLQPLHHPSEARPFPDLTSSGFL
procasp7 counter = counter-screen for procaspase-3 activators: activators of human procaspase-7 | P55210 | recombinant procaspase-7, Ac-DEVD-pNA absorbance 405 nm; D23A/D198A/D206A triple mutant, cannot self-cleave; scale: DMSO 0, 5 µM enzyme 100 | activation, % at 8.5 µM | actives 0.093% (n = 330,000);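 active means percent activation above the screen-wide mean plus 3 SD, cut at about 25% in these data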
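buffer or medium = Zinc-free HEPES/NaCl buffer, pH 7.4 | material = Procaspase-7 triple mutant (PC-7 D3A) | input = 2 µM procaspase-7 mutant as dispensed | signal = Epi-absorbance of released pNA at 405 nm, two timepoints | timing = 1 h preincubation, 2 h reaction | replicates = singlicate compound testing | evaluation = % activation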
PP5 inh = blocks human protein phosphatase 5 activity; AID 1987; purified PP5c, OMFP substrate fluorescence; actives 0.18% (n = 320,000); inhibition, % at 6.7 µM;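 active means inhibition above the campaign's mean inhibition across all tested compounds plus 3 SD, cut at about 9.5% in these data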;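 further: 0% = DMSO only and 100% = 100 µM cantharidin control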
An asterisk follows results filed as active; · = no result given. Hits appear at their usual frequency, and some 5.6% of all compounds hit somewhere here.

SMILES | PP1 counter | PAFAH2 FP inh | proCasp3 act | HCV core dimer | CTSL1 counter | TPT1 inhibitor | AHR activator | procasp7 counter | PP5 inh
Cc1cccc(N(Cc2ccccc2)C(=O)c2ccccc2S(C)(=O)=O)c1 | -1 | 1 | -8 | -14 | -1 | 2 | 13 | 6 | 1.0
O=C(CN1CCOCC1)NCCNS(=O)(=O)c1ccccc1 | -9 | 5 | -2 | 0 | 5 | 1 | 0 | 6 | -2.4
C=CCNC(=S)NC(=O)c1csc([N+](=O)[O-])c1 | -1 | -4 | -14 | -7 | -1 | -1 | 1 | -16 | -0.7
CNC(=S)N1CCC(NC(=O)C(Cc2ccc(F)cc2)NC(C)=O)CC1 (stereo unspecified) | 5 | 1 | 4 | 1 | -3 | -2 | 4 | -3 | -1.2
COc1ccc(CCN2CC(C(=O)NCC(=O)Nc3ccc(F)c(F)c3)CC2=O)cc1OC (stereo unspecified) | -4 | 2 | -3 | -2 | -5 | 2 | 2 | 0 | 0.6
COc1ccc(C(C)=O)cc1CC(=O)N(Cc1ccccc1)c1ccccc1 | -2 | 0 | 6 | 17 | 1 | -4 | 4 | -5 | -0.5
C#CCOCCOCCOCCNc1nc(N2CCOCC2)nc(N2CCN(C(=O)CCCCCCCCCCNC(=O)[C@@H](CCC(=O)O)n3cc(CCCCCN)nn3)CC2)n1 | -4 | 1 | -2 | 7 | 1 | -3 | 1 | -5 | -0.8
Cc1ccc(C2(C)NC(=O)N(CC(=O)Nc3ccccc3C(=O)N3CCCCC3)C2=O)cc1 (stereo unspecified) | 13 | 3 | 0 | 0 | 11 | -3 | 2 | 1 | 0.4
CCOC(=O)C1CCN(C(=O)CCc2c(C)nc3cc(-c4ccc(OC)cc4OC)nn3c2C)CC1 | -3 | -8 | -1 | 2 | -1 | 2 | -1 | 4 | -0.3
COc1ccc(/C=N/NC(=O)c2cccc(NC(=O)c3ccccc3)c2)c(C(=O)O)c1OC | 2 | 8 | 3 | -5 | 2 | -3 | 113* | 1 | -1.4
O=C1NC(NS(=O)(=O)c2ccccc2)(C(F)(F)F)C(=O)N1c1cccc(Cl)c1 (stereo unspecified) | 8 | 2 | -9 | -2 | -6 | 1 | 8 | 0 | -1.7
O=C(NCCNC(=O)C1CC2CCC1C2)C1CC2CCC1C2 (stereo unspecified) | -5 | -4 | 6 | 2 | 2 | -3 | 10 | -5 | 0.6
CCCCn1c(N)c(N(CC)C(=O)C2=NN(c3ccccc3)C(=O)CC2)c(=O)[nH]c1=O | -2 | 6 | 1 | · | · | · | 0 | -1 | 0.4
COc1ccc(NC(=O)C2CCN(S(=O)(=O)c3c(C)noc3C)CC2)cc1 | -2 | 1 | 6 | 0 | -2 | -1 | 0 | -4 | 0.3
Oc1cccc(-c2nc3ccc4ccccc4c3c3c2CCC3)c1 | 4 | -24 | -4 | 9 | 2 | -3 | 7 | 14 | 3.4
O=C(O)C(c1ccccc1)c1ccccc1 | -3 | 4 | 4 | 0 | 1 | -5 | 1 | -9 | 0.2
C=CCc1c(C)nc(-c2ccccc2)nc1N/N=C/c1ccccc1 | -3 | -6 | 11 | -2 | 1 | 3 | 33 | -2 | 4.4
C[C@@H]1NS(=O)(=O)[C@H]2C[C@@H]3C=C[C@]2(O3)[C@H]1OC(=O)Nc1ccc(C(F)(F)F)cc1[N+](=O)[O-] | -1 | -9 | 1 | · | · | · | 2 | -4 | 2.4
COc1ccc(C(NC(=O)/C=C/c2ccco2)c2ccc(OC)c(OC)c2)cc1OC | 3 | -13 | -21 | -5 | 15 | 2 | -1 | -26 | -1.7
O=C1OCC/C1=C\c1ccccc1 | 1 | 8 | -3 | 1 | 0 | -1 | -4 | -4 | 2.2
Cn1cnnc1SCC(=O)NNC(=O)COc1ccc(Cl)cc1 | -3 | 2 | 7 | 0 | -4 | 1 | 7 | 6 | -0.2
Cc1cc(C(=O)Nc2c(F)cc(F)cc2Br)c(C)o1 | 2 | -5 | 6 | 0 | -1 | 3 | -2 | 5 | -0.7
CC(C)CNC(=O)CN1C(=O)NC(Cc2c[nH]c3ccccc23)C1=O (stereo unspecified) | -4 | 3 | 6 | -2 | 2 | -4 | 3 | 4 | -1.6
Nc1c(-c2ccccc2)c(CSc2nc3ccccc3[nH]2)nn1-c1ccc(Cl)cc1 | 5 | -7 | -8 | 2 | 0 | -1 | 2 | 2 | 4.5
Cc1cccc(C)c1Nc1nnc(SCC(=O)Nc2sccc2C#N)s1 | 1 | 5 | 5 | 39 | -2 | 18 | 8 | -9 | 2.5
CC(=O)c1cccc(NC(=O)N2CCCC2C(=O)Nc2cccc(C)c2C)c1 (stereo unspecified) | -6 | -6 | 9 | 0 | -2 | -2 | 0 | -4 | 2.4
CCCc1ncc(C(O)(c2ccccc2)c2ccccc2)n1C | -3 | 10 | 6 | 0 | -1 | -1 | 0 | 3 | -0.9
COc1ccc(C(=O)Nc2ccc(OC)c([N+](=O)[O-])c2)cc1Br | 0 | -6 | -2 | 10 | -2 | -2 | -13 | -9 | 5.9
CC(Sc1nnnn1C)C(=O)NC1CCCC1 (stereo unspecified) | · | -1 | 10 | · | · | · | 0 | -6 | ·
COc1ccc(CCNC(=O)C(=O)N2CCCC2)cc1OC | 2 | -3 | -2 | -2 | -4 | -2 | 3 | 7 | -0.9
O=C(Nc1ccccc1N1CCOCC1)c1cccc2c(Br)cccc12 | 1 | -13 | -7 | 14 | 3 | -1 | 18 | 11 | -0.3
CC(C)[C@H](NC(=O)N1CCn2c1nc1ccccc12)C(=O)N1CCCCC1 | 1 | -4 | 2 | -14 | -2 | 0 | 3 | 6 | 2.1
CCOC(=O)CSc1ccc2nnc(-c3cccnc3)n2n1 | -1 | 2 | -3 | -3 | 0 | 0 | 2 | 4 | -1.8
COc1cc(-c2nnc(SCC(=O)Nc3ccc4c(c3)OCCO4)o2)cc(OC)c1OC | -4 | 4 | 7 | 3 | 6 | 1 | 1 | -1 | -1.7
COc1ccc(-c2cc(C)nc(SCc3cccc(C(=O)O)c3)n2)cc1 | -1 | -9 | -5 | 9 | -3 | 0 | 2 | 1 | 1.6
Cc1c(O)ccc2c(CN3CCOCC3)cc(=O)oc12 | -2 | 2 | 21* | 2 | 7 | -1 | 2 | 22 | -2.7
Cc1ccc(S(=O)(=O)N2CCCCC2)cc1C(=O)N1CCCC1 | 3 | 9 | 2 | -4 | 0 | 1 | -2 | 4 | 1.1
COC(=O)C1=C(C)N(Cc2ccccc2)C(=O)/C1=C\c1ccco1 | -2 | 2 | -9 | 11 | 4 | 3 | 2 | -6 | -0.2
O=C(COC(=O)c1n[nH]c2ccccc12)Nc1ccc(Cl)cc1[N+](=O)[O-] | -1 | 73* | -6 | 7 | 1 | -6 | 12 | -1 | 1.7
NC(=O)CSc1nc(-c2ccccc2)nc2ccccc12 | -3 | -6 | -1 | -1 | -4 | 3 | 22 | 2 | 3.5

Nothing new here: entries from further up.
SMILES | PP1 counter | PAFAH2 FP inh | proCasp3 act | HCV core dimer | CTSL1 counter | TPT1 inhibitor | AHR activator | procasp7 counter | PP5 inh
COC(=O)C1=C(C)N(Cc2ccccc2)C(=O)/C1=C\c1ccco1 | -2 | 2 | -9 | 11 | 4 | 3 | 2 | -6 | -0.2
O=C(COC(=O)c1n[nH]c2ccccc12)Nc1ccc(Cl)cc1[N+](=O)[O-] | -1 | 73* | -6 | 7 | 1 | -6 | 12 | -1 | 1.7
NC(=O)CSc1nc(-c2ccccc2)nc2ccccc12 | -3 | -6 | -1 | -1 | -4 | 3 | 22 | 2 | 3.5

More records follow:
SMILES | PP1 counter | PAFAH2 FP inh | proCasp3 act | HCV core dimer | CTSL1 counter | TPT1 inhibitor | AHR activator | procasp7 counter | PP5 inh
Cc1ccc(S(=O)(=O)N2CCC(C(=O)OCC(=O)Nc3cc(S(C)(=O)=O)ccc3Cl)CC2)cc1C | 1 | -2 | 4 | 5 | -5 | 1 | -4 | 8 | -0.1
CC/C(=N\NC(=O)c1nnn(-c2nonc2N)c1-c1cccc(OC)c1)c1ccc(C)cc1 | 1 | 4 | 3 | 11 | 0 | -2 | 2 | 2 | -1.3
Cc1nnc(SCCn2c(N3CCCC(C)C3)nc3c2c(=O)n(C)c(=O)n3C)s1 (stereo unspecified) | 1 | -12 | 10 | 7 | -1 | -2 | 0 | -12 | -2.6
CC(=O)[C@@H]1[C@@H]2C(=O)N(c3ccccc3F)C(=O)[C@@H]2[C@H]2c3ccccc3C=NN12 | 0 | · | -1 | 2 | 0 | -5 | 3 | -4 | -1.6
CN(C)c1ccc(CNc2ncn[nH]2)cc1 | -1 | -2 | 0 | -5 | -3 | -2 | 4 | -4 | 0.5
COc1ccc(C(C)=O)cc1COC(=O)c1cnc(Cl)c(Cl)c1 | -4 | 4 | 6 | 0 | -2 | 0 | 0 | 1 | -1.4
CC(C)(C)c1cc(CN2CCCCC2)cc(C(C)(C)C)c1O | 4 | · | -1 | -5 | -1 | -2 | 1 | -1 | 4.0
COc1ccc(C(=O)C2CCCN(Cc3ccc4nonc4c3)C2)c(OC)c1 (stereo unspecified) | -2 | 6 | 5 | -1 | -1 | -1 | 4 | 3 | 0.8
O=S(=O)(c1ccc(S(=O)(=O)N2CCC(O)CC2)cc1)N1CCCC1 | -1 | 6 | 8 | 4 | -1 | 0 | -3 | -2 | -0.1
O=C(Cc1ccc(NS(=O)(=O)c2ccc(F)cc2)cc1)NCc1ccccc1 | -1 | 0 | 2 | 4 | 4 | -4 | 5 | 8 | -0.2
O=C(NNS(=O)(=O)c1ccccc1[N+](=O)[O-])c1cc2ccccc2cc1O | 1 | 12 | -4 | -9 | 4 | -3 | 5 | -20 | 0.8
C/C(N)=C(/C#N)C(=O)CSc1cc(C)c2cc(C)cc(C)c2n1 | 2 | -4 | -2 | 5 | 3 | 2 | 16 | 0 | 2.9
O=[N+]([O-])c1ccccc1Oc1cnc2ccccc2n1 | 4 | 2 | 4 | -7 | 13 | 0 | 15 | 7 | -1.2
CCCCN(CC)CCCNC(=S)Nc1ccc2nc3n(c(=O)c2c1)CCCCC3 | -3 | 1 | -3 | -6 | 0 | -1 | 0 | 2 | 1.8
O=C(NCC(=O)N1CC=C(c2ccccc2)CC1)c1ccc(F)cc1 | · | 19 | 11 | · | · | · | 0 | 6 | ·
COCCOc1ccc(C(F)(F)F)cc1NC(=O)Cc1ccc(S(=O)(=O)N2CCOCC2)s1 | -2 | -7 | 3 | -9 | 3 | 5 | 4 | 12 | 3.3
CC(C)NC(=O)NC(=O)CSc1nncn1C | 2 | 2 | -8 | -3 | 0 | 0 | -2 | -5 | 3.2
COc1ccc(S(=O)(=O)Nc2cc(C)c(O)c(S(=O)(=O)c3ccccc3)c2)cc1 | -4 | 1 | -2 | -2 | -2 | -3 | -3 | 4 | 0.3
CCN1C(=O)C(CC(=O)Nc2ccc(OC)cc2)N(CCCN2CCN(c3ccc(OC)cc3)CC2)C1=S (stereo unspecified) | 5 | 5 | -15 | -7 | -5 | 2 | 5 | -15 | 1.6
